Kir21 block: blocks the mouse Kir2.1 inward-rectifier potassium channel; P35561; HEK293-Kir2.1, FluxOR thallium flux fluorescence; hits give low values; B-score at 10 µM; actives 0.85% (n = 310,000); AID 1672;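 active = fluorescence ratio B-score at or below minus 3 SD of library scores, with starting-brightness B-score within 2 SD, cut at about -4.2 in these data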;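 note: channel flux triggered by added potassium and thallium sulfate stimulus; B-score of peak minus minimum fluorescence over baseline after thallium stimulus; more negative B-score means stronger Kir2.1 block with less thallium influx; some compounds called inactive have numbers as strong as hits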
Target sequence (P35561 whole entry, looked up): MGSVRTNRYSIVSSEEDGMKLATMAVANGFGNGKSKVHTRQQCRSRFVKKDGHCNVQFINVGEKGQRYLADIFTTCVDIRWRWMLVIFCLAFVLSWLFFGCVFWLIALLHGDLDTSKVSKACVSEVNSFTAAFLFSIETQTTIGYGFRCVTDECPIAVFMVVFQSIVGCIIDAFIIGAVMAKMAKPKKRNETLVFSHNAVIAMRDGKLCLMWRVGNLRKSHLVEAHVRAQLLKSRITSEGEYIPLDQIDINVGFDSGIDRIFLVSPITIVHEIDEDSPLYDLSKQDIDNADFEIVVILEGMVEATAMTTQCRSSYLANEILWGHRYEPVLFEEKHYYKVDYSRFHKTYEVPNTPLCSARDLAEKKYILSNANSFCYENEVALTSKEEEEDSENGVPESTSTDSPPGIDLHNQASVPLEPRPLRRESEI
STK33 inh: inhibitors of human STK33 kinase; Q9BYT3; purified STK33, MBP phosphorylation, ADP-Glo luminescence; inhibition, % at 10 µM; actives 0.073% (n = 320,000); AID 2661;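 active = inhibition at or above 25%, using the most active replicate where run in duplicate; inactive = inhibition below 25%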
Target sequence (Q9BYT3 whole entry, looked up): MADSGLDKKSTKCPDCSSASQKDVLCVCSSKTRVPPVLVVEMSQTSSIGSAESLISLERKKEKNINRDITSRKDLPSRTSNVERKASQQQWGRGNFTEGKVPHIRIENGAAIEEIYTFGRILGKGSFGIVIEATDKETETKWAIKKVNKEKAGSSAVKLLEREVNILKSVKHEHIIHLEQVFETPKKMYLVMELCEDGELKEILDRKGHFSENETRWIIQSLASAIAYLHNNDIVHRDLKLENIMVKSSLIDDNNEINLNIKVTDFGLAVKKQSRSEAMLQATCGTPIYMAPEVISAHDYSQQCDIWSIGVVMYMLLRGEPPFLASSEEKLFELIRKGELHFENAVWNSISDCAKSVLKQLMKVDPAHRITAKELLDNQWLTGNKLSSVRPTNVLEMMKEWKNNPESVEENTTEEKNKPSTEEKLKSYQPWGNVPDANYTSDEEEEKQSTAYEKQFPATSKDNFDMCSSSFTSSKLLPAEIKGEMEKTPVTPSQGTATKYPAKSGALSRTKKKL
An asterisk follows results filed as active; · = no result given.

mol	Kir21 block	STK33 inh
Cc1ccc(CN2CCN(/N=C/c3sccc3C)CC2)c(C)c1	-0.83	-0.6
CSc1nnc(SCc2nc3sc(C(=O)O)c(C)c3c(=O)[nH]2)s1	-0.06	3.8
CC1CCc2c(sc(NC(=O)c3ccc(Cn4cc(Br)cn4)o3)c2C(N)=O)C1 (stereo not given)	-0.31	-0.2
COc1ccc([C@H]2CC(=O)C=C(c3ccc4c(c3)OCO4)C2)cc1OC	·	-0.2
O=C(CSc1ncccn1)NN=C1CCCCCC1	-0.99	-1.3
Cc1ccc(C(=O)Cn2c(C(=O)O)cc3ccccc32)cc1	1.4	-1.0
O=c1cc(CN2CCC(Cc3ccccc3)CC2)nc2sccn12	0.33	-1.7
Cc1cccc(NS(=O)(=O)c2ccc([N+](=O)[O-])cc2)n1	0.65	-0.3
CC(Sc1nc(C(C)(C)C)cc(-c2ccccc2)c1C#N)C(=O)Nc1ccccc1 (stereo not given)	0.7	-1.5
O=S(=O)(c1ccc(-c2ccccc2)cc1)N1CCCCC1	-1	-1.1
N/C(=N\OC(=O)c1cccc(Br)c1)c1ccc(Br)cc1	0.91	-1.7
CCN(C(=O)CN1C(=O)NC(c2ccccc2)(c2ccc(C)c(C)c2)C1=O)C1CCS(=O)(=O)C1 (stereo not given)	·	-0.5
COC(=O)c1ccc(/C=N/NC(=S)NCCN2CCOCC2)cc1	-0.67	-1.7
CCOC(=O)CSC1=C(C#N)C(c2ccc3c(c2)OCO3)CC(=O)N1 (stereo not given)	-1.1	-1.6
CC(C)N(C(=O)CSc1nnc(NC(=O)Cc2cccs2)s1)C(C)C	-0.47	0.7
COc1ccc(CC(=O)OCC(=O)NCc2ccco2)cc1	0.54	0.5
CN(C)c1ccc(C(c2nnnn2C(C)(C)C)N2CCN(C(=O)c3ccco3)CC2)cc1 (stereo not given)	2	-0.2
CO/N=C(\c1nonc1N)N1CCN(c2ccc(Cl)cc2[N+](=O)[O-])CC1	1.4	-1.1
COc1cccc(CNC(=O)CCC2CCCN(C(=O)c3csc(C(C)C)n3)C2)c1 (stereo not given)	-1.7	0.7
COc1cc(N=C2C(=O)N3CCCc4cccc2c43)cc(OC)c1	0.02	-2.5
CC1CC(=O)Nc2ccccc2N1S(=O)(=O)c1ccc(Cl)cc1 (stereo not given)	0.99	-2.2
Cc1c(C(=O)NCCSCc2ccc(Cl)cc2Cl)cccc1[N+](=O)[O-]	0.06	0.6
Cc1ccc(NC(=O)CC2NCCN(Cc3ccccc3)C2=O)cc1 (stereo not given)	0.76	2.5
CN(C)CCCNC(=O)c1ccc(=O)[nH]n1	0	-3.0
O=Nc1c(O)n(Cc2ccccc2)c2ccccc12	-5.5	-0.7
CC(C)c1ccc(/C=N/N2CCN(c3ccccn3)CC2)cc1	1.8	-2.5
C/C(=N\Nc1nc(C)cc(-c2ccccc2)n1)c1ccc(F)cc1	3.4	-0.9
CSc1nc(-c2ccccc2)ccc1C(N)=O	-3.5	0.4
COc1ccc(C(=O)OCC(=O)N2CCN(C(=O)c3ccco3)CC2)cc1OC	·	0.3
N#CCCC(CCC#N)C1=NCCc2ccccc21	0.55	1.4
O=C(Nc1nc2ccccc2s1)Nc1ccc(F)cc1F	0.9	-1.4
CC(C)Cc1cc(C(=O)Nc2c(F)cc(F)cc2Br)no1	0.01	-2.7
CCC(=O)NNC(=S)NC(=O)c1ccc(C)cc1	1.3	-2.5
N#Cc1ccccc1S(=O)(=O)N1CCN(CC(O)CN2CCOCC2)CC1 (stereo not given)	·	-0.3
CCOC(=O)C1=C(CC)Nc2ccccc2N=C1NC(=O)c1cc(C)on1	·	-0.2
O=C(O)/C=C/c1cnc[nH]1	-0.34	-3.3
O=C(O)CNC(=O)CCn1nnc2ccccc2c1=O	0.28	-0.5
CCC(C)N(NC(C)=O)c1nc(Cl)nc(NC(C)C)n1 (stereo not given)	0.87	3.5
Cc1ccc(CN2CCN(Cc3cnc(C)[nH]3)CC2CCO)cc1 (stereo not given)	1.1	-1.0
CCN1CCN(CC2CC3C=CC2C3)CC1 (stereo not given)	-0.17	0.8
O=C(CSc1ccc2ccccc2n1)NCc1ccc2c(c1)OCO2	-1.7	1.0
Cc1cc(C(=O)CSc2nnnn2-c2ccc(Cl)cc2)c(C)n1CC1CCCO1 (stereo not given)	-0.29	-0.5
O=C(Cn1cc([N+](=O)[O-])cn1)NCC1CCCO1 (stereo not given)	-0.19	-1.5
CCc1ccc(C(=O)C(C)OC(=O)Cn2[nH]c(=O)c3ccccc3c2=O)cc1 (stereo not given)	·	0.7
COCCCn1c(Cc2csc(Nc3cccc(Cl)c3)n2)nnc1SCC(=O)OC1CCCCC1	0.03	-0.9
CC(C)C(NC(=O)c1ccccc1)C(=O)N1CCN(C/C=C/c2ccccc2)CC1 (stereo not given)	·	1.5
CCOC(=O)CSCc1cn2cc(Cl)ccc2n1	2	-2.3
COCCN(C(=O)COC(=O)c1cnc(C)cn1)c1c(N)n(Cc2ccccc2)c(=O)[nH]c1=O	-1	·
O=[n+]1c2c(n([O-])c3cc(F)c(F)cc31)CCCC2	0.74	-3.5
Nc1ncc(CCN2CCOCC2)c(-c2ccc(F)cc2)n1	0.86	-1.1

Other results:
mol	Kir21 block	STK33 inh
CCN(CCCNC(=O)CC(C(=O)N1CCc2ccccc21)n1ccnc1)c1cccc(C)c1 (stereo not given)	1.5	1.4
Cc1ccc(Cn2nnc3c(=O)[nH]c(C4CCN(S(=O)(=O)c5ccc(S(=O)(=O)NC6CC6)cc5)CC4)nc32)cc1	0.44	0.9
Cc1cc(C)cc(N(CC(=O)Nc2ccccc2-c2ccccc2)S(=O)(=O)c2ccccc2)c1	-0.73	-0.4
CCOC(=O)CNC(=S)N(CCCN1CCCC1)Cc1cccs1	-1.5	-0.7
CC(C)(C)c1ccc(C2CC2C(=O)N/N=C\c2ccc[nH]2)cc1 (stereo not given)	-0.01	-0.4
Cc1ccccc1OCC(=O)NNC(=O)Cc1ccc(S(=O)(=O)N2CCOCC2)s1	1.3	-0.8
C=CCOc1nc(N2CCCC2)nc(N2CCCC2)n1	-1.4	-0.6
COC(=O)c1ccc2c(=O)n(CCN3CCOCC3)c(SCC(=O)NCc3ccccc3)nc2c1	-0.25	-0.9
C=CCN(CC=C)c1ccc(N2C(=O)C3CCCCC3C2=O)cc1[N+](=O)[O-] (stereo not given)	0.13	-3.1
CCCCn1c(N)c(N(CCOC)C(=O)c2cc3c(s2)CCC(C)C3)c(=O)[nH]c1=O (stereo not given)	-3.5	0.6
CN1CCN(c2ccc(NC(=O)COc3ccccc3[N+](=O)[O-])cc2)CC1	-0.19	0.5
Cc1cc(Cl)ccc1NC(=O)CCN1C(=O)C2CCCCC2C1=O (stereo not given)	·	-0.3
CCOC(=O)N1CCC(Nc2nc(OC)nc(OC)n2)CC1	0.34	0.5
CCCCn1ccnc1C(=O)c1cccc(S(=O)(=O)N2c3ccccc3CC2C)c1 (stereo not given)	-0.52	-1.4
COc1ccc(C)cc1NC(=O)C(OC(=O)CNC(=O)c1ccc(Oc2ccccc2)cc1)c1ccccc1 (stereo not given)	1.4	0.7
CCn1c(=O)c2c3c(sc2n2c(SCc4ccc(F)cc4)nnc12)CCCC3	-1	-0.5
O=C(CCCSc1nc(-c2ccco2)cc(C(F)(F)F)n1)NCc1cccs1	-1.9	-1.6
CC(C)(C)C(=O)N1CCC(O)(CS(=O)(=O)Cc2ccccc2Cl)CC1	0.11	-3.4
COc1ccc(NC(C)c2cc(Cl)ccc2O)cc1 (stereo not given)	-0.56	-2.4
Cc1cccc(-c2noc(CN(C(=O)/C=C/c3ccccc3Cl)C(C)C)n2)c1	0.07	·
CCN1CCN(C(c2cccnc2)c2cc(Cl)c3cccnc3c2O)CC1 (stereo not given)	-0.08	-0.8
CC12CN3CC(C)(CN(C1)C3c1ccc(Br)cc1)C2=O (stereo not given)	0.63	-2.2
O=C(Nc1cccc(S(=O)(=O)NC2=NCCCCC2)c1)c1cc(-c2ccc(Cl)cc2)nc2ccccc12	0.91	-0.1
Cn1c(=O)c2c(ncn2CC(=O)N2CCN(c3cccc(Cl)c3)CC2)n(C)c1=O	-0.01	0.1
c1ccc(Nc2nc(NCCN3CCOCC3)nc(Nc3ccccc3)n2)cc1	0.27	0.0

Exported as labelled records: entries from further up
molecule: CCCCn1ccnc1C(=O)c1cccc(S(=O)(=O)N2c3ccccc3CC2C)c1 (stereo not given)
  Kir21 block = -0.52; STK33 inh = -1.4
molecule: CC(C)(C)c1ccc(C2CC2C(=O)N/N=C\c2ccc[nH]2)cc1 (stereo not given)
  Kir21 block = -0.01; STK33 inh = -0.4
molecule: COC(=O)c1ccc2c(=O)n(CCN3CCOCC3)c(SCC(=O)NCc3ccccc3)nc2c1
  Kir21 block = -0.25; STK33 inh = -0.9

New compounds follow.
mol	Kir21 block	STK33 inh
O=C(N/N=C/c1ccc(Br)o1)c1cc([N+](=O)[O-])cc([N+](=O)[O-])c1	0.01	0.0
CC(=O)NS(=O)(=O)c1ccc(NC(=O)C2C3C=CC(C3)C2C(=O)O)cc1 (stereo not given)	·	-3.7
O=C(COC(=O)CNS(=O)(=O)c1c(F)cccc1F)NC(=O)NC1CCCCC1	·	-0.9
O=C(c1ccc(Cl)c([N+](=O)[O-])c1)N1CCN(C(=O)c2ccco2)CC1	-1.2	-0.6
O=C(COc1ccc(Cl)cc1)Nc1nc(-c2ccc(S(=O)(=O)N3CCOCC3)cc2)cs1	-0.02	-0.6
CC(=Nc1ccccc1)c1sc2ccccc2c1O	-0.78	0.1
O=C(Nc1cccc2cccnc12)C1CCCC1	-1	·
Cn1c(SCC(=O)Nc2ccc(Cl)cc2)nc(O)cc1=O	1.9	-0.4
CCc1nc2nc(C)c(NS(=O)(=O)c3ccc(C4CCCCC4)cc3)c(=O)n2[nH]1	0.02	-0.8
CSc1sc(-c2ccnc(SCCS(C)(=O)=O)n2)c(-c2ccccc2)c1C#N	-2.1	-1.1
C/C(=N/NC(=O)CNC(=O)c1ccccc1)c1ccc(C)cc1	-1.5	2.9
O=C(O)c1cc(O)c2c(c1)C(=O)c1cc(O)cc(O)c1C2=O	1.2	8.0
COc1ccc(-c2nc(SC(C)C(=O)NCC3CCCO3)n[nH]2)cc1 (stereo not given)	0.02	-0.5
Fc1cccc(Nc2c3c(nc4ccccc24)CCC3)c1	-3	-0.1
CS(=O)(=O)N1CCN(c2ccccc2NC(=O)c2cccs2)CC1	-0.29	1.7
O=C(NCC1CCCO1)C1CCCN(S(=O)(=O)c2cccc(C(F)(F)F)c2)C1 (stereo not given)	0.16	3.6
CCCC[C@@H]1CNC(=O)C(=O)N1CCc1cccc2ccccc12	0.01	2.1
COC(=O)c1cc(OC)c(OC)cc1NC(=O)CN1C(=O)c2ccccc2C1=O	1.7	-1.4
COC(CNC(=S)Nc1ccc([N+](=O)[O-])cc1)OC	-0.51	-1.2
O=C(CN1CCN(c2ccccc2F)CC1)c1ccc(O)c(O)c1	1.6	1.0
CCOc1ncccc1C(=O)OCC(=O)c1c[nH]c2ccccc12	·	-2.0
CC(C)CCN1CCN(Cc2nc3ccccc3s2)CC1CCO (stereo not given)	1.2	-0.5
O=C(CSc1nc2c(cnn2-c2ccccc2)c(=O)[nH]1)N1CCOCC1	0.46	-0.6
Cc1ccc(N2C(=O)NC(NS(=O)(=O)c3ccc(C)cc3)(C(F)(F)F)C2=O)cc1 (stereo not given)	-0.84	1.6
CCc1ccc2[nH]c(=O)c(CN(Cc3ccccc3OC)C(=O)Nc3ccccc3OC)cc2c1	0.99	0.6

A second format for 4 compounds above.
Results follow in this order: Kir21 block	STK33 inh
> O=C(Nc1cccc2cccnc12)C1CCCC1
 : -1	·
> O=C(O)c1cc(O)c2c(c1)C(=O)c1cc(O)cc(O)c1C2=O
 : 1.2	8.0
> CC(=O)NS(=O)(=O)c1ccc(NC(=O)C2C3C=CC(C3)C2C(=O)O)cc1 (stereo not given)
 : ·	-3.7
> COc1ccc(-c2nc(SC(C)C(=O)NCC3CCCO3)n[nH]2)cc1 (stereo not given)
 : 0.02	-0.5

Following part
mol	Kir21 block	STK33 inh
CCCCc1cc(=O)oc2cc(OCC(=O)N3CCOCC3)ccc12	0.41	-0.4
CC(C)CNS(=O)(=O)c1ccc(S(=O)(=O)N2CCC3(CC2)OCCO3)cc1	2.1	-1.0
CCc1cc(C(=O)N2CCN(c3ccccc3OC)CC2)sc1C	1.4	0.1
Cc1cc(N2CCN(c3ccccn3)CC2)n2nc(C)nc2n1	1.8	-0.6
C=C1CCN([C@@H](Cc2ccccc2)C(=O)NCCCc2ccccc2)S(=O)(=O)c2ccccc21	-0.89	-0.7
CCC(C)NC(=O)Nc1ccccc1C (stereo not given)	1.4	-0.5
COCC(C)n1c(SCC(=O)N2CCCCC2)nc2ccccc2c1=O (stereo not given)	-2.1	-1.7
CC(C)Nc1nc(Cl)nc(Nc2ccccc2)n1	-0.09	1.3
O=C(NC1CCCCC1)C(c1cccs1)N(CCCN1CCOCC1)C(=O)c1ccc(-c2ccccc2)[nH]1 (stereo not given)	0.01	-1.4
CCC1C(=O)NCCN1C(=O)c1cc(COc2cc(C)ccc2C)on1 (stereo not given)	0.39	-2.8
O=C1C2CCCN2C(c2ccc(Cl)cc2)N1c1nccs1 (stereo not given)	-1.2	1.3
O=C(Nc1ccccc1C(F)(F)F)c1cnccn1	-0.42	0.6
